Screening data: PubChem, several laboratories
FAS TE block: FAS thioesterase domain inhibitors, primary screen, biochemical, fluorescence intensity, uHTS; Fatty acid synthase (Homo sapiens), P49327; recombinant FAS-TE, OMFH fluorogenic substrate, fluorescence endpoint; inhibition, % at 15 µM; 360,000 tested, 0.67% active; AID 602261, 2012;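 active = compounds whose normalised, plate-corrected inhibition of enzyme fluorescence in the single-dose primary screen is 50% or more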;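 also: 0% = DMSO with enzyme and 100% = substrate without enzyme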
SKN-1 inh: suppressors of acrylamide-induced Pgst-4::GFP reporter in worms, primary screen, SKN-1 inhibitor project, whole organism, uHTS, GFP/RFP fluorescence ratio, strain VP596 | C. elegans VP596 Pgst-4::GFP/RFP ratio, 24 h | inhibition, % at 21.8 µM | 360,000 tested, 0.49% active | AID 624304, 2012;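 active = interference check ratio from 0.5 to 1.5 plus GFP to RFP signal ratio inhibition reaching or exceeding a fixed threshold, cut at about 30% in these data, passing the limit was not always enough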; also: some compounds called inactive have numbers as strong as hits
Rin1-Abl PPI inh: inhibitors of Rin1-Abl protein binding, primary screen, biochemical, TR-FRET. 360,000 tested, 0.4% active. inhibition, % at 7.35 µM. Tyrosine-protein kinase ABL1 (Homo sapiens) + Ras and Rab interactor 1 (Homo sapiens), …; in the data active = inhibition above about 5%, passing the limit was not always enough
Neddyl block: inhibitors of cullin neddylation, primary screen, biochemical, TR-FRET, uHTS, NAE and Ubc12; calls only at 25 µM; 360,000 tested, 0.58% active; in the data active = inhibition above about 36%
Target sequence (P61081 whole entry, looked up): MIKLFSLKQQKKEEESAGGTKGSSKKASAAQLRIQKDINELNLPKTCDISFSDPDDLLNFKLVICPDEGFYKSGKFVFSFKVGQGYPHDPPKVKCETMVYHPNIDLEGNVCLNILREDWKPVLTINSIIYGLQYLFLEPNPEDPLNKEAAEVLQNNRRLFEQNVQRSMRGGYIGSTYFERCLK
Target sequence (Q13564 whole entry, looked up): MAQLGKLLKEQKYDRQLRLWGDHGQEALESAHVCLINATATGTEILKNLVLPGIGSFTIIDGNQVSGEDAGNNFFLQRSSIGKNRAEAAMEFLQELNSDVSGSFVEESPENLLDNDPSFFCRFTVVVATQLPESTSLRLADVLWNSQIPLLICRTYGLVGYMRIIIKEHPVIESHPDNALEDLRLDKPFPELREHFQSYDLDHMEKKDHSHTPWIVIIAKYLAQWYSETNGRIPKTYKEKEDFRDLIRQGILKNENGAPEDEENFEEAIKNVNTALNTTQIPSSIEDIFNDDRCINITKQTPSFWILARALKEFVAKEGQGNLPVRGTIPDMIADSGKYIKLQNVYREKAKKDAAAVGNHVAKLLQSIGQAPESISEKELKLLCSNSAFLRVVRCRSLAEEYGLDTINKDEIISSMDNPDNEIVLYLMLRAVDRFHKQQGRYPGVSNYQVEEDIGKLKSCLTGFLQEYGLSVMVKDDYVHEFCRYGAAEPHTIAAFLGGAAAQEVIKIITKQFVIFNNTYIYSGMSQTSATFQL
MT1-MMP act inh: blockers of MT1-MMP proenzyme processing, primary screen, HT1080 RFP-PRO-GFP cells, GFP/RFP fluorescence; AID 651647, 2012; Matrix metalloproteinase-14 (Homo sapiens), P50281; 360,000 tested, 0.061% active; GFP/RFP ratio change, % at 20 µM; GFP/RFP ratio fluorescence, overnight; percent of plate control window, DMSO zero;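 active = GFP/RFP ratio change of at least 30% with cell ATP level not reduced by more than half and red fluorescence within 50% of control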; also: strong numbers were not always called active
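Material – HT1080 RFP-PRO-GFP cells · Control set – DMSO wells and RFP-L50D-GFP cells · Incubation – overnight cell settling, then overnight compound exposure, 37 °C, 5% CO2 · Compound dosing – single-point 20 µM compound, 1% DMSO · Read-out – GFP/RFP fluorescence ratio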
eLon inh: inhibitors of E. coli Lon protease, primary screen, biochemical, fluorescence polarization. inhibition, % at 7.94 µM. 360,000 tested, 0.42% active. P0A9M0. purified E. coli Lon protease; in the data active = inhibition above about 13%, passing the limit was not always enough;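 also: 0% = enzyme with probe and DMSO and 100% = no enzyme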
CendR NRP1 mod: modulators of CendR peptide binding to NRP-1, primary screen, biochemical, fluorescence polarization, uHTS; Neuropilin-1 (Homo sapiens), O14786; FAM-RPARPAR peptide binding to NRP-1; inhibition, % at 25 µM; 360,000 tested, 0.85% active; AID 602438, 2012;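 active = inhibition or corrected inhibition above about 18%, plus a signal ratio from 0.5 to 1.5, limit read from the data, passing the limit was not always enough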; also: strong numbers were not always called active
MsrA act: bovine MsrA enzyme activators, primary screen, biochemical, absorbance, HTS; Methionine sulfoxide reductase A (Bos taurus); purified bovine MsrA, absorbance read-out; activation, % at 10.6 µM; 360,000 tested, 0.3% active; in the data active = activation above about 7.5%;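 also: 0% = vehicle and 100% = reference activator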
PABP1 MLLE inh: inhibitors of PABP1 MLLE–PAM2 peptide binding, primary screen, biochemical, fluorescence polarization, FITC-PAM2, GST-MLLE | Polyadenylate-binding protein 1 (Homo sapiens), P11940 | inhibition, % at 20 µM | 360,000 tested, 0.36% active | AID 588489, 2011; in the data active = inhibition above about 35%, passing the limit was not always enough;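 also: plate controls were DMSO wells with GST-MLLE for no effect and wells lacking GST-MLLE protein for full effect; some results filed as inactive read as strong as hits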
Numbers without * were called inactive; i = inactive; . = no result given.

SMILES	FAS TE block	SKN-1 inh	Rin1-Abl PPI inh	Neddyl block	MT1-MMP act inh	eLon inh	CendR NRP1 mod	MsrA act	PABP1 MLLE inh
Cc1noc(C)c1COc1ccccc1C(=O)N(C)CC(=O)Nc1ccc(F)c(F)c1F	-3	-13	2	i	-4	0	6	-2	7
O=C1NC[C@H](CCCCN2CCN(CC3CCCCC3)C(=O)C2=O)N(CCC2CCCCC2)C1=O	4	19	.	i	2	-8	13	1	.
O=C(CCNC(=O)c1ccc(Cl)cc1)NC1CCCc2ccccc21 (configuration not stated)	3	10	1	i	5	3	6	-2	-4
Cc1ccc(CS(=O)(=O)CCC(=O)NCC2CCCO2)cc1 (configuration not stated)	-8	6	1	i	3	0	-4	-2	9
Oc1ccc(-c2nccc(-c3ccc(Cl)cc3)n2)cc1	-3	31	0	i	-2	10	1	-1	-62
Cc1ccc(NC(=O)C2CC(=O)n3ncnc3N2)cc1C (configuration not stated)	-2	-2	4	i	1	-7	-7	-3	7
CC(=O)N1CCN(c2ccc(S(=O)(=O)NCCN(C(C)C)C(C)C)cc2[N+](=O)[O-])CC1	-14	1	-7	i	2	0	7	-3	-2
CCC(C)CCN1C(N(C)C)=NC[C@@H]1C (some centres not stated)	-14	1	0	i	3	0	2	-2	8
O=S(=O)(c1cnc[nH]1)N1CCN(c2ccccc2)CC1	-5	9	1	i	-5	-1	8	-2	2
O=C(O)c1ccccc1C(=O)c1ccc(N2CCCC2)c([N+](=O)[O-])c1	-1	-1	-2	i	-3	-6	10	-5	7
C/C=C(\C)C(=O)NCCN1C2=NC[C@H](Cc3ccccc3)N2C[C@H]1Cc1ccc(O)cc1	-8	14	2	i	-1	-1	11	-2	0
CCCCN(CC)C(=O)c1ccc(-c2ccccc2)cc1	10	22	0	i	-3	-8	-8	-2	-4
Cc1cc(C)c(C#N)c(SC2CCCCC2=O)n1 (configuration not stated)	32	1	-4	i	-3	-5	-5	-4	19
Clc1ccc(CSc2nncn2-c2ccc3c(c2)OCCO3)cc1	12	0	-2	i	-3	15	6	-4	-5
Cc1csc(NC(=O)c2cc([N+](=O)[O-])cc([N+](=O)[O-])c2)n1	4	-8	-1	i	1	-6	2	-11	-17
O=C(CN1C(=O)NC2(CCOc3ccccc32)C1=O)Nc1ccc(F)c(F)c1F (configuration not stated)	2	10	0	i	-2	3	9	-2	-9
Cc1cccc(C)c1NC(=O)C(NC=O)c1ccc(Cl)cc1 (configuration not stated)	-6	-11	1	i	6	-3	-7	-4	-4
COc1c(Cl)cc(Cl)cc1C(=O)n1nc(C)cc1C	5	0	0	i	-1	2	-11	-4	-10
C/C(CC(=O)N1CCN(C=O)CC1)=N\NC(=O)c1cc2ccccc2cc1O	-8	-8	-2	i	-14	11	13	1	20
Oc1ccc(Br)cc1CNn1cnnc1	-16	-13	0	i	3	-1	3	-8	-6
CC(C)(C)OC(=O)NCCCC[C@H](NC(=O)c1nc[nH]c1C(=O)N1CCN(C(=O)OC(C)(C)C)CC1)C(=O)OC(C)(C)C	14	8	4	i	-2	-1	0	0	13
COc1ccc([C@@H]2Sc3ccccc3N(CCN(C)C)C(=O)[C@@H]2OC(C)=O)cc1	0	-6	3	i	-5	-13	-9	-2	7
O=C(O)c1ccccc1SC1CC(=O)N(c2ccccc2)C1=O (configuration not stated)	-6	-10	-2	i	-8	-3	-7	-15	24
CCCC(=O)Nc1c(-c2cccc(OC)c2)c(=O)c2ccccc2n1C	-6	4	6	i	1	-3	13	-4	10
COC(=O)COc1ccc(S(=O)(=O)N2CCN(c3ccc(OC)cc3)CC2)cc1	11	5	2	i	1	-1	24*	-2	-3

Arranged by molecular weight (low to high): part of the list above
SMILES	FAS TE block	SKN-1 inh	Rin1-Abl PPI inh	Neddyl block	MT1-MMP act inh	eLon inh	CendR NRP1 mod	MsrA act	PABP1 MLLE inh
COc1c(Cl)cc(Cl)cc1C(=O)n1nc(C)cc1C	5	0	0	i	-1	2	-11	-4	-10
Cc1csc(NC(=O)c2cc([N+](=O)[O-])cc([N+](=O)[O-])c2)n1	4	-8	-1	i	1	-6	2	-11	-17
O=C1NC[C@H](CCCCN2CCN(CC3CCCCC3)C(=O)C2=O)N(CCC2CCCCC2)C1=O	4	19	.	i	2	-8	13	1	.

Next section
SMILES	FAS TE block	SKN-1 inh	Rin1-Abl PPI inh	Neddyl block	MT1-MMP act inh	eLon inh	CendR NRP1 mod	MsrA act	PABP1 MLLE inh
CCN(CC)C(=O)N1CCN(C)CC1	-3	86	-2	i	4	4	-8	0	3
COc1ccccc1CNCc1ccc(C)cc1	-6	-5	1	i	3	9	-17	-2	0
O=C(CSc1nccn(-c2ccc(Br)cc2)c1=O)Nc1ccccc1F	-7	13	-2	i	3	-7	-10	-3	35
O=C(Cc1c(F)cccc1Cl)NNC(=S)Nc1ccc(S(=O)(=O)Nc2ncccn2)cc1	-4	22	-1	i	.	9	-2	1	2
CC1CCc2sc(C(=O)OCC(=O)NCc3ccccc3)cc2C1 (configuration not stated)	-2	6	1	i	1	0	-4	-2	-4
CCCCC12CN3CCN(CC(C3)/C1=N\NC(=O)Nc1ccccc1)C2	-10	11	-3	i	0	2	-5	-2	-7
COc1ccc2cc(CO)n(C)c2c1	5	-7	-2	i	-3	-5	2	0	-4
N#C/C(=C/c1cccs1)c1nc2ccccc2[nH]1	-2	8	-8	i	-1	-23	-14	-3	8
c1ccc(CCSc2ncnc3nc[nH]c23)cc1	-13	3	-1	i	-3	3	-5	-8	3
O=C(Oc1ccc(C(=S)N2CCOCC2)cc1)c1ccccc1	-2	5	-3	i	-2	-1	16	-8	-3
Cc1nc2ccccc2n1CC(=O)c1ccc(O)c(O)c1	-4	-34	33*	i	4	1	-35	-17	4
COc1cc(NC(=O)CCc2nc(-c3cccs3)no2)cc(OC)c1OC	-3	4	3	i	4	-1	14	0	1
COc1ccccc1Oc1ccc(S(=O)(=O)Nc2cccnc2)cc1	0	9	-1	i	-2	-8	-1	-3	-7
COC(=O)C(NC(C)=O)(Nc1cccc(C)n1)C(F)(F)F (configuration not stated)	-2	3	-1	i	0	4	-8	-3	4
CC1CCN(c2ccc(/C=N\Nc3nncn3N)cc2[N+](=O)[O-])CC1	8	2	-3	i	7	-3	-4	3	-2
O=C(N/N=C/c1cc(Cl)ccc1O)c1ccc(Br)cc1	12	9	-1	i	-33	-12	-16	0	-21
CCOc1ccc(CN(C)CC(=O)NCc2ccc(F)cc2)cc1	-1	-2	0	i	1	-24	9	1	-13
COC(=O)Cc1c(C)nc(SCc2ccccc2)[nH]c1=O	-4	-10	1	i	1	-1	10	-3	13
CCNC(=S)N/N=C/c1cc(C)ccc1C	1	2	1	i	4	-32	2	-5	2
CN(Cc1ccc(Cl)c(Cl)c1)C(=O)c1ccccc1SCC(=O)N1CCCC1	1	20	0	i	1	4	0	-1	2
CCOC(=O)c1c(C)[nH]c(C(=O)OCC(=O)N(C)C2CCS(=O)(=O)C2)c1C (configuration not stated)	-5	-7	1	i	1	-1	9	1	1
c1ccc(-n2ncc3c(N4CCN(c5ccccn5)CC4)nc(N4CCCCCC4)nc32)cc1	20	12	2	i	-3	-5	-5	0	4
CC(C)(C)NS(=O)(=O)c1ccc2[nH]c3c(c2c1)CCCCC3	8	7	2	i	-1	4	10	-1	-10
O=C(NC1CCCCC1)C1CCN(S(=O)(=O)N2CCCCCC2)CC1	-6	-9	-1	i	2	9	-3	-3	0
CCc1ccc(Nc2n[n+](-c3ccccc3)c(-c3cc(OC)c(OC)cc3Br)s2)cc1	-163	13	5	i	1	6	-7	3	27

Next section; the last three above are carried over.
SMILES	FAS TE block	SKN-1 inh	Rin1-Abl PPI inh	Neddyl block	MT1-MMP act inh	eLon inh	CendR NRP1 mod	MsrA act	PABP1 MLLE inh
CC(C)(C)NS(=O)(=O)c1ccc2[nH]c3c(c2c1)CCCCC3	8	7	2	i	-1	4	10	-1	-10
O=C(NC1CCCCC1)C1CCN(S(=O)(=O)N2CCCCCC2)CC1	-6	-9	-1	i	2	9	-3	-3	0
CCc1ccc(Nc2n[n+](-c3ccccc3)c(-c3cc(OC)c(OC)cc3Br)s2)cc1	-163	13	5	i	1	6	-7	3	27
Cc1ccc(CNC(=O)Cn2nnc(C(=O)Nc3cc(C)ccc3C)c2N)cc1	-4	6	-3	i	2	2	2	-1	-8
COc1ccccc1C(=O)Nc1ccc(C2=NNC(=O)CC2C)cc1 (configuration not stated)	-7	33	-5	i	3	-2	-6	-4	-1
CCOC(=O)C[C@H]1c2cc(F)ccc2S(=O)(=O)N1C1CCCCC1	-7	7	2	i	9	4	26*	-3	2
CCN(Cc1ccccc1)S(=O)(=O)c1c[nH]c(C(=O)OC)c1	-4	-7	-3	i	4	-4	8	-9	2
Cc1ccc(C(=O)N2CCCC(N3CCN(c4ccccc4C)CC3)C2)c(=O)[nH]1 (configuration not stated)	-6	13	0	i	2	-5	1	-2	10
CCN1CCN(c2cc(N3CCc4ccccc4C3)c(F)cc2[N+](=O)[O-])CC1	19	9	-10	i	-2	0	8	-3	8
CC(=O)N(C(C)=O)c1ccc2nc(C)[nH]c(=O)c2c1	-6	1	0	i	2	-11	-13	1	14
CCCC(c1nnnn1C1CCCCC1)N1CCN(C(=O)c2ccco2)CC1 (configuration not stated)	-2	-2	2	i	2	-3	5	-3	1
CC1CN(S(=O)(=O)c2cccc(C(=O)Nc3ccc(S(=O)(=O)Nc4ncccn4)cc3)c2)CC(C)O1 (configuration not stated)	-5	0	0	i	-2	14	13	-4	7
CC1=CC=CN2C1=NC(=O)CC2(C)C(=O)N(CC(=O)NC1CCCC1)Cc1ccccc1 (configuration not stated)	-2	4	1	.	-3	12	10	-7	4
COc1ccc(NC2=NCC(=O)N2c2ccccc2F)cc1	-9	21	-1	i	-4	-2	-2	-4	0
CC(C)(C)NC(=O)N1CCN(c2nc3ccc(Cl)cc3s2)CC1	0	10	1	i	-5	-7	0	-3	-9
COc1ccc2[nH]c3c(c2c1)CCN1C(=O)N([C@@H](C)C(=O)NCc2ccccc2)C(=O)[C@]31C	5	11	-2	i	1	-10	-7	-2	0
CC(C)Cc1ccc(C(C)C(=O)Nc2cccnc2)cc1 (configuration not stated)	-1	7	0	i	5	-6	7	0	-2
Cc1ccc2c(c1)N(C(=O)CCC(=O)NCc1cccnc1)CC(C)O2 (configuration not stated)	-4	5	-1	i	1	-2	-2	-1	5
CC(O)(c1cccc(F)c1)c1nc(/C=C/c2ccccc2)cs1 (configuration not stated)	24	18	1	i	11	2	-2	-1	5
O=S(=O)(c1cccc(C(F)(F)F)c1)N1c2ccccc2-n2cccc2C1c1cccnc1 (configuration not stated)	22	11	4	i	-4	1	-12	2	-19
CC(=O)c1ccc(NC(=O)CC(C)S(=O)(=O)c2ccc3c(c2)CCN3C(C)=O)cc1 (configuration not stated)	0	14	3	i	0	12	2	-1	9
Cc1ccc(C2=NOC3(CC(=O)N(c4ccccc4)C3=O)C2)cc1 (configuration not stated)	-1	2	2	i	2	-5	12	-2	8
COc1ccc(C(=N/O)/C(=N/O)c2ccc(OC)cc2)cc1	-1	4	3	i	-4	-2	-1	4	-2
